From PubChem BioAssay
H1N1 NS1A inhibition: NS1A inhibition, H1N1 influenza, cell based functional assay (AID 504329) | NS1A functional cell-based assay, percent inhibition; higher % means a stronger effect | one-dose inhibition, % at 12.5 µM; IC50 in µM for titrated hits | 340,000 compounds, 0.3% hits; in the data active = a potency from the dose series; inconclusive = inhibition above about 27% without an active follow-up result; note: strong numbers were not always called active
M. tuberculosis: growth inhibition of non-replicating M. tuberculosis (AID 488890) | Mycobacterium tuberculosis non-replicating, growth inhibition; higher % means a stronger effect | one-dose inhibition, % at 25 µM; IC50 in µM for titrated hits | 320,000 compounds, 0.39% hits; in the data active = a potency from the dose series; inconclusive = inhibition mostly from about 82% at the one dose, without a potency; inactive = the rest, 99 in 100 with inhibition below about 76%;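 note: plate controls were DMSO cells for no effect and high antibiotic wells for full effect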
H37Rv inhibition: M. tuberculosis growth inhibition, HTS (AID 449762); M. tuberculosis H37Rv growth inhibition, 7H9 media; higher % means a stronger effect; one-dose inhibition, % at 25 µM; IC50 in µM for titrated hits; 330,000 compounds, 0.59% hits; in the data active = a potency from the dose series; inconclusive = inhibition above about 70% without an active follow-up result;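 note: bacterial growth assessed after seven days of incubation; strong numbers were not always called active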
VEEV TC-83 Vero: inhibitors of VEEV TC-83 cytopathic effect, confirmation, Vero cells (AID 588727); inhibition, % at 20 µM, or IC50 in µM where a hit was titrated; 350,000 compounds, 0.13% hits; Vero cells, VEEV TC-83 cytopathic effect inhibition; higher % means a stronger effect; in the data active = a potency from the dose series; inconclusive = inhibition mostly from about 14% at the one dose, without a potency; inactive = the rest, 99 in 100 with inhibition below about 12%; note: strong numbers were not always called active
PhoP GFP inhibition: PhoP regulon inhibitors, Salmonella typhi PhoP promoter GFP reporter, confirmatory (AID 1850); Salmonella Typhi PhoP-promoter GFP reporter, fluorescence, 4 h; higher % means a stronger effect; inhibition, % at 50 µM; hits with a dose series show IC50 in µM; 310,000 compounds, 0.33% hits; in the data active = a potency from the dose series; inconclusive = inhibition mostly from about 25% at the one dose, without a potency; inactive = the rest, 99 in 100 with inhibition below about 19%;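 note: 0% = induced wells with vehicle and 100% = uninduced wells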
VEEV TC-83 Vero 10K pilot screen: also measured in VEEV TC-83 Vero; calls as there; inhibition, %; measured here: 10K pilot screen inhibition
Numbers without * were called inactive; i = inactive; ? = inconclusive; / = no result given. Random draw from the library (roughly 1.4% active in at least one column).

Start of the listing, in advance, 7 compounds:
SMILES | H1N1 NS1A inhibition | M. tuberculosis | H37Rv inhibition | VEEV TC-83 Vero | PhoP GFP inhibition | others
Cc1nn(CC(=O)NCCc2ccc(Cl)cc2Cl)c(C)c1[N+](=O)[O-] | 8% | 29% | 3% | i | 3%
CCOC(=O)c1sc(NC(=O)CCCCl)nc1C | -6% | -11% | -5% | 1.0% | -10%
Cc1oncc1C(=O)Nc1cccc2ccccc12 | -5% | / | / | 0.3% | /
c1ccc(COc2ccc(OCCCN3CCCC3)cc2)cc1 | -6% | 48% | -4% | i | -22%
Cc1ccccc1N1CCN(C2CCCN(C(=O)c3cnsn3)C2)CC1 (configuration not stated) | 0% | 10% | 7% | 0.6% | 10%
CCN(CC)c1ccc(NC(=O)COc2ccc(C#N)cc2)cc1S(=O)(=O)Nc1ccc(OC)cc1 | -5% | 12% | -2% | 2.6% | -5%
Cc1ccc(CN2CCN(CCC(C)C)C(CCO)C2)s1 (configuration not stated) | 4% | 21% | 6% | 0.5% | 1%

Results, previewed entries included:
SMILES | H1N1 NS1A inhibition | M. tuberculosis | H37Rv inhibition | VEEV TC-83 Vero | PhoP GFP inhibition | others
Cc1nn(CC(=O)NCCc2ccc(Cl)cc2Cl)c(C)c1[N+](=O)[O-] | 8% | 29% | 3% | i | 3%
CCOC(=O)c1sc(NC(=O)CCCCl)nc1C | -6% | -11% | -5% | 1.0% | -10%
Cc1oncc1C(=O)Nc1cccc2ccccc12 | -5% | / | / | 0.3% | /
c1ccc(COc2ccc(OCCCN3CCCC3)cc2)cc1 | -6% | 48% | -4% | i | -22%
Cc1ccccc1N1CCN(C2CCCN(C(=O)c3cnsn3)C2)CC1 (configuration not stated) | 0% | 10% | 7% | 0.6% | 10%
CCN(CC)c1ccc(NC(=O)COc2ccc(C#N)cc2)cc1S(=O)(=O)Nc1ccc(OC)cc1 | -5% | 12% | -2% | 2.6% | -5%
Cc1ccc(CN2CCN(CCC(C)C)C(CCO)C2)s1 (configuration not stated) | 4% | 21% | 6% | 0.5% | 1%
COc1ccccc1NS(=O)(=O)c1cc(NC(=O)c2cnccn2)ccc1N1CCOCC1 | -8% | 0% | -4% | 3.6% | 3%
Cn1c(=O)c2c(ncn2CCCc2ccccc2)n(C)c1=O | 2% | 5% | -1% | i | 7% | VEEV TC-83 Vero 10K pilot screen=2.8
COc1ccc(N2C(=O)/C(=C/c3ccc(C)o3)C(=O)NC2=S)cc1 | 6% | / | / | 1.6% | /
COc1ccc(N2CCN(C(=S)Nc3cccc(C)c3)CC2)cc1 | 2% | -9% | -4% | 0.5% | 11%
Cc1ccc(NC(=O)COC(=O)CN2CSCC2=O)cc1C | 24% | -7% | 1% | 0.6% | -5%
COc1ccc(N2C(=O)c3ccccc3NC2c2ccc(OC)c(Cn3nnc4ccccc43)c2)cc1 (configuration not stated) | -9% | 1% | -4% | 11% | 9%
Cc1ccccc1CSCCC(=O)NCCC1=CCCCC1 | 0% | ? | -2% | i | -2%
O=[N+]([O-])c1cccc(C(=S)N2CCN(c3ccccc3F)CC2)c1 | 11% | 6% | 1% | 0.1% | -2% | VEEV TC-83 Vero 10K pilot screen=0.3
Cc1ccc(NC(=O)/C(=C\c2cccc([N+](=O)[O-])c2)NC(=O)c2cccs2)cc1 | -9% | -11% | 12% | 6.5% | -1%
CCOC(=O)[C@H]1[C@H]2COc3ccccc3[C@@H]2N2C(=O)[C@@H](CO)NC(=O)[C@@]12C | -9% | 5% | 0% | 7.2% | /
CN(C)CCNC(=O)C(=O)Nc1ccc2c(c1)N(S(=O)(=O)c1cccs1)CCC2 | -2% | 13% | 7% | 6.9% | -1%
CS(=O)(=O)N1CCCC(C(=O)NCCCN2CCc3ccccc3C2)C1 (configuration not stated) | 5% | 1% | 7% | 1.6% | -11%
CCCCC(CCC(=O)Nc1ccn(-c2ccccc2)n1)C(=O)O (configuration not stated) | -1% | / | 0% | 0.9% | 3%
COC(=O)Nc1ccc(S(=O)(=O)N2CCC(C(=O)NCc3ccc4c(c3)OCO4)CC2)cc1 | -1% | 9% | 3% | 4.1% | /
O=C(Nc1cccnc1)c1cc2cc(Br)ccc2o1 | -8% | ? | 17% | i | -4%
Cc1cc2ncc(-c3ccc(Cl)cc3)c(N)n2n1 | 6% | / | -4% | 9.0% | /
Cc1cccc(NC(=S)NC(C)C(c2cccs2)N2CCN(C)CC2)c1C (configuration not stated) | -8% | 20% | -2% | i | 18%
COc1ccc(-c2cc(C(=O)NCCc3ccc(S(N)(=O)=O)cc3)c3ccccc3n2)cc1 | 9% | -11% | 0% | 9.8% | -1%
The list continues:
SMILES | H1N1 NS1A inhibition | M. tuberculosis | H37Rv inhibition | VEEV TC-83 Vero | PhoP GFP inhibition | others
CCOC(=O)c1c(C)[nH]c(C)c1S(=O)(=O)N(C)CC(=O)Nc1ccccc1 | -10% | -5% | 8% | 1.4% | -2%
O=C(Cc1cccs1)N1CCC(c2nc3c(nnn3Cc3ccc(F)cc3)c(=O)[nH]2)CC1 | 6% | 32% | 3% | i | -10%
CCC(C(=O)OCC(=O)Nc1ccc2[nH]c(=O)[nH]c2c1)c1ccccc1 (configuration not stated) | -3% | 2% | 6% | 5.9% | 10%
Cc1cc(Cl)c2oc(C(=O)N(C)CCCN3CCOCC3)c(C)c2c1 | -6% | 4% | 4% | 8.8% | -2%
C/C(=N/NC(=O)CNC(=O)c1ccc2c(c1)OCO2)c1ccc2c(c1)CCCC2 | -6% | 14% | 42% | 0.4% | -10%
Cc1csc(=Nc2c(C)n(C)n(-c3ccccc3)c2=O)n1-c1ccccc1 | -8% | -1% | -10% | 0.2% | -1%
CCOC(=O)CCn1nc(-c2ccccc2)cc1N | 9% | 11% | -5% | 1.3% | -9%
O=C(O)CCCCCCCCc1cn(CCc2c[nH]c3ccccc23)nn1 | 5% | 56% | 52% | 1.6% | -7%
CCOC(=O)c1cnc(-c2cccc(OC)c2)[nH]c1=O | 1% | 29% | 8% | 5.8% | 8%
O=C(Nc1cccn(Cc2c(F)cccc2Cl)c1=O)NC1CCCCC1 | 9% | 29% | 9% | 0.1% | 3%
O=C(COC(=O)c1ccc(S(=O)(=O)N2CCCCC2)cc1)Nc1ccccc1Cl | -2% | / | / | i | /
Cc1ccc(N(C)C(=O)C2CCCN2S(=O)(=O)c2cccc3nsnc23)cc1 (configuration not stated) | -11% | 5% | -5% | i | -4%
CCCC(=O)c1cc(F)c(N2CCN(CCC#N)CC2)cc1C | 6% | 26% | 2% | 1.4% | 4%
Cc1ccc(S(=O)(=O)/N=C(/Nc2ccc(F)cc2F)c2ccc(F)cc2)cc1 | 2% | -16% | -1% | i | -2%
